MEX-5 binding: MEX-5 zinc finger RNA-binding disruptors – biochemical, C. elegans, fluorescence polarization, MLPCN library, primary screen. MEX-5/FITC-TCR2 RNA binding; active compounds read low. hit rate 0.38% among 300,000. activity score (negative = inhibition of binding), % at 10 µM. Zinc finger protein mex-5 (Caenorhabditis elegans), Q9XUB2;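 active = inhibition past about -25% in most replicates, and total fluorescence under double the plate's negative control median, limit read from the data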;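 also: 0% = DMSO and -100% = 5 µM competing unlabeled TCR2 RNA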
AGP1 TOR yeast: modulators of AGP1-GFP expression in yeast TOR pathway, primary screen, cell-based, multiplex flow cytometry, S. cerevisiae, MLPCN library; 3 h; GFP as percent of DMSO wells; GFP response vs DMSO, % at 10 µM; hit rate 0.02% among 320,000; AID 2066, 2009;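 active = GFP response relative to DMSO above a set limit, near screen average plus 3 SD, cut at about 150% in these data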;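 also: median GFP channel fluorescence of the gated AGP1 strain per well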
CR mimetic SO: reduction of superoxide in aged yeast, primary screen, HTS; S. cerevisiae aged cells, superoxide DHE fluorescence; active compounds read low; superoxide response (% of plate mean), % at 10 µM; AID 2690, 2010; hit rate 0.18% among 330,000;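 active = superoxide response under a set limit, about three screen SD below normal, cut at about 65% in these data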;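 also: yeast aged for seven days with compound at 30 °C before DHE staining; 100% = average MFI of all compound-treated wells on the plate with controls excluded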
VLA-4 inh: inhibition in human VLA-4 binding assay, primary screen, VLA-4 allosteric modulator project, MLPCN library, flow cytometry, VLA-4 expressing cells. hit rate 0.2% among 330,000. inhibition, % (about 7 µM as worked out from the volumes in the protocol). Integrin alpha-4 (Homo sapiens), P13612. ligand binding flow cytometry; in the data active = inhibition above about 50%
CIT2-GFP yeast: modulators of CIT2-GFP expression in yeast, primary screen, S. cerevisiae, GFP fusion, multiplex flow cytometry, MLPCN library; hit rate 0.065% among 320,000; S. cerevisiae CIT2-GFP strain, 3 h; 100 means same as DMSO wells; GFP response vs DMSO, % at 10 µM;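 active = GFP response relative to DMSO above a set limit, near the screen mean plus 3 SD, cut at about 150% in these data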;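 also: ratio of well median GFP fluorescence to mean of DMSO wells on the plate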
BCLXL inh: inhibitors of human Bcl-xL, primary screen, biochemical, fluorescence polarization, HTS; inhibition, % at 10.9 µM; GST-Bcl-xL / FITC-Bim BH3 peptide fluorescence polarization; hit rate 0.7% among 320,000; Bcl-2-like protein 1 (Homo sapiens), Q07817;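 active = inhibition above the mean of all tested compounds plus 3 SD, cutoff set per campaign, cut at about 30% in these data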;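 also: 0% = DMSO wells and 100% = unlabeled Bim-BH3 peptide competitor; inhibitors lower millipolarization by displacing the labeled peptide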
Target sequence (Q07817 whole entry, looked up): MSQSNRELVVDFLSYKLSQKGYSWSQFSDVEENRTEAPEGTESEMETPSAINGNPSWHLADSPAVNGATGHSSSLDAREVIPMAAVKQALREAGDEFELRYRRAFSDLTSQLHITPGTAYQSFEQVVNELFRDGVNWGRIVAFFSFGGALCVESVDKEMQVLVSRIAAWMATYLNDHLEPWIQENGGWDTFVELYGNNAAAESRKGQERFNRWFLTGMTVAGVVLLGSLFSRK
GRK2 inh: compounds blocking aptamer binding on GRK2 – biochemical, human GRK2, bead flow cytometry, HTS, primary screen; Beta-adrenergic receptor kinase 1 (Homo sapiens), P25098; FAM-aptamer displacement from GRK2; inhibition of aptamer binding, % at 10 µM; hit rate 0.59% among 330,000; AID 488847, 2010;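 active = inhibition of aptamer binding above 40%, roughly 3 SD of noise, on plates passing a quality check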;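 also: median bead fluorescence of bound FAM aptamer so fluorescent compounds give negative values; no value below 0 was filed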
Target sequence (P25098 whole entry, looked up): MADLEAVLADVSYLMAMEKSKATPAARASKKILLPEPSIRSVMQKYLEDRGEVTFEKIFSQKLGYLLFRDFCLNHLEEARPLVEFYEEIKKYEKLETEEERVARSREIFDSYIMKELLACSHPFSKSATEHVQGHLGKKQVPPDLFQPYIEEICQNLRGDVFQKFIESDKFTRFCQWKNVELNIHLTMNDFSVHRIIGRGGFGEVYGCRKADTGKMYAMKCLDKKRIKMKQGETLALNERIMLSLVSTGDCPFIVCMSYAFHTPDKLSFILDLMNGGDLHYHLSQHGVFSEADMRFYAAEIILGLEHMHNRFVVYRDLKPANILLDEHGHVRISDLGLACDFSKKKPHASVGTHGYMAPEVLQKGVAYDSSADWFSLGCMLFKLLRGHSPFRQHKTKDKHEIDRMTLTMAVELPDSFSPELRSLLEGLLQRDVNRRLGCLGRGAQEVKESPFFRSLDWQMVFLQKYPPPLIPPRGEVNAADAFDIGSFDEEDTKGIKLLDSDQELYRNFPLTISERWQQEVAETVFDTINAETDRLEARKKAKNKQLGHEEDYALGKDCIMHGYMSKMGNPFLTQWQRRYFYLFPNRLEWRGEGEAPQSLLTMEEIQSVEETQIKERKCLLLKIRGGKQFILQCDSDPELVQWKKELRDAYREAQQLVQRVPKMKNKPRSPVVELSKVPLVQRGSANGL
MCL1-BIM inh: inhibitors of MCL1 binding to BIM-BH3, primary screen, biochemical, fluorescence polarization; Induced myeloid leukemia cell differentiation protein Mcl-1 (Homo sapiens), Q07820; GST-MCL1 / FITC-Bim-BH3 fluorescence polarization; inhibition, % at 10.9 µM; hit rate 0.68% among 320,000; AID 2057, 2009;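 active = inhibition above the mean inhibition of all tested compounds plus 3 SD, set per campaign, cut at about 40% in these data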;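 also: 0% = DMSO wells and 100% = unlabeled Bim-BH3 peptide control; higher means more loss of mP so more displacement of Bim peptide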
GLD-1 TGE inh: GLD-1/TGE RNA complex disruptors, primary screen, biochemical, fluorescence polarization. Female germline-specific tumor suppressor gld-1 (Caenorhabditis elegans), Q17339. purified GLD-1 + fluorescein TGE RNA. inhibition, % at 5.96 µM. hit rate 0.44% among 320,000. AID 2280, 2010;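 active = percent inhibition above a per-plate cutoff, the plate mean of test compounds plus 3 SD, cut at about 30% in these data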;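 also: 0% = DMSO wells with GLD-1 and probe and 100% = wells lacking GLD-1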
* = called active by the depositor; x = not tested or not shown.

SMILES	MEX-5 binding	AGP1 TOR yeast	CR mimetic SO	VLA-4 inh	CIT2-GFP yeast	BCLXL inh	GRK2 inh	MCL1-BIM inh	GLD-1 TGE inh
CC(Oc1ccc(Cl)cc1)c1ccnn1S(C)(=O)=O (stereo not given)	-0.3	92	101	15	89	6	0	-2	2
CCC(Nc1ccc(OC)cc1)C(=O)N/N=C/c1ccc([N+](=O)[O-])cc1 (stereo not given)	-1.3	103	104	3	98	-1	2	-6	0
CCc1ccc2c(c1)C(NC(C)=O)C(=O)N2CC (stereo not given)	3.9	100	98	5	94	6	6	0	-8
COc1ccc(Oc2c(C)oc3c(CN(C)C)c(O)ccc3c2=O)cc1	-0.5	106	91	6	105	0	4	1	7
O=C(NCc1ccccc1)Nc1cc(Cl)ccc1Cl	4.0	93	91	9	82	-2	0	1	2
CCn1c2ccccc2c2cc(NC(=O)C(=O)N3CCOCC3)ccc21	-2.5	98	109	2	97	3	0	6	6
CCS(=O)(=O)n1nc(-c2ccco2)nc1SC	x	102	89	8	113	10	1	15	2
O=C(NCC1CCCO1)C1c2ccccc2C(=O)N1C1CCCCCCC1 (stereo not given)	0.1	105	95	-1	107	1	0	-6	-2
O=C(N/N=C/c1ccco1)c1cc(-c2ccc(Br)s2)[nH]n1	23	107	95	9	96	-5	0	6	6
C/C(=N\NC(=O)c1cccc(S(=O)(=O)N2CCOCC2)c1)c1cc2ccccc2o1	0.1	115	89	-1	106	0	0	6	2
Cc1[nH]nc(Nc2ccc(Br)cc2)c1[N+](=O)[O-]	-1.0	101	112	-4	92	8	2	-4	3
O=C(N1CCOCC1)C12CC3CC(C1)CC(c1ccccc1)(C3)C2	-2.9	95	92	-4	x	-2	0	-4	9
Cc1ccc2nc(CSc3nc(C)cc(C)c3C#N)[nH]c2c1	2.6	93	107	-8	101	1	1	-4	3
O=C1Nc2ccc(S(=O)(=O)NCc3ccco3)c3cccc1c23	-7.5	117	98	3	114	10	0	12	3
O=C(N/N=C/c1ccccc1)c1c(O)c2ccccc2[nH]c1=O	0.3	95	69	19	95	-2	1	-1	-1
CN(CC(=O)NCc1ccccc1Cl)CC(=O)Nc1ccccc1Br	x	101	94	1	104	-8	0	-6	9
COc1ccc(-n2cc(CNC3CCOCC3)c(-c3cccc(F)c3)n2)cc1	1.9	99	103	-5	97	4	0	6	1
Cc1ccc(NC(=O)CCN2CC(C)OC(C)C2)cc1C (stereo not given)	-0.7	97	103	13	106	0	2	7	7
CC(NC(=O)CNC(=O)c1ccc2c(c1)OCO2)c1ccc(S(N)(=O)=O)cc1 (stereo not given)	x	99	93	0	98	4	2	4	-5
O=C(O)C1=C[C@@H](c2ccc3c(c2)OCO3)C[C@@H](OCCCCO)O1	3.1	101	93	-11	97	7	0	7	3
Cc1nnc(SCC(=O)N2CC(=O)Nc3ccccc32)s1	-2.1	100	103	-3	98	4	0	0	1
Cc1c2c(c(C)n1C)C(C(=O)NC1CCCCC1)N(Cc1ccccc1)C2=O (stereo not given)	0.9	86	107	12	94	1	3	1	-2
Cn1cc(Br)c(C(=O)Nc2sc3c(c2C#N)CCC3)n1	-2.8	118	111	0	114	4	0	10	7
COc1ccc(C(=O)/C=C/Nc2ccc(S(=O)(=O)Nc3nc(C)cc(C)n3)cc2)c(OC)c1	-3.6	98	90	-1	112	2	0	-5	1
CCCCn1nc(C(=O)Nc2ccccc2N2CCCC2)c2ccccc2c1=O	x	92	132	-2	79	1	1	-7	-5
Cc1ccc(N(C(=O)c2ccccc2Cl)C2=NC(C)CS2)c(C)c1 (stereo not given)	1.0	96	95	3	97	4	0	-4	-1
O=c1cc(CNc2cc(Cl)ccc2Cl)nc2sccn12	-2.4	94	119	-14	102	5	0	-1	-12
O=C(O)CSc1cccc[n+]1[O-]	1.4	99	107	11	95	4	0	3	1
COc1ccc(C(C)NC(=S)NCc2ccc(F)cc2)cc1OC (stereo not given)	1.1	103	98	-3	102	3	2	8	-3
CCC1COCCS(=O)(=O)N1Cc1ccc(F)cc1 (stereo not given)	4.2	100	118	-5	95	6	0	-2	-6

In the list so far, 3 contain fluorine:
SMILES	MEX-5 binding	AGP1 TOR yeast	CR mimetic SO	VLA-4 inh	CIT2-GFP yeast	BCLXL inh	GRK2 inh	MCL1-BIM inh	GLD-1 TGE inh
COc1ccc(-n2cc(CNC3CCOCC3)c(-c3cccc(F)c3)n2)cc1	1.9	99	103	-5	97	4	0	6	1
COc1ccc(C(C)NC(=S)NCc2ccc(F)cc2)cc1OC (stereo not given)	1.1	103	98	-3	102	3	2	8	-3
CCC1COCCS(=O)(=O)N1Cc1ccc(F)cc1 (stereo not given)	4.2	100	118	-5	95	6	0	-2	-6

(next part)
SMILES	MEX-5 binding	AGP1 TOR yeast	CR mimetic SO	VLA-4 inh	CIT2-GFP yeast	BCLXL inh	GRK2 inh	MCL1-BIM inh	GLD-1 TGE inh
CSc1nc2ccc(NS(=O)(=O)c3ccc(CNC(C)=O)cc3)cc2s1	x	93	105	-18	88	7	0	-2	-3
COc1cccc(N2CCN(C(=O)CN(C)S(=O)(=O)c3ccc4c(c3)CCC(=O)N4)CC2)c1	x	99	105	-24	107	6	6	4	0
C=CCn1c(SCC(=O)N2CCCCCC2)nc2ccccc2c1=O	0.3	98	100	11	99	1	3	-3	6
CC(=O)c1cccc(N(CC(=O)N2CCOCC2)S(C)(=O)=O)c1	-0.8	98	112	-2	95	-1	0	-2	4
O=S(=O)(c1cccs1)N1CCN(c2ccc(F)cc2)CC1	1.6	99	85	10	84	3	1	-1	5
C=CCC(c1ccccc1F)N(CCN1CCOCC1)C(=O)Nc1cccc(Cl)c1 (stereo not given)	-1.2	106	90	3	x	3	0	0	1
Cc1cc(NC(=O)CSc2nc(CCC3CCCC3)nc3ccccc23)no1	0.1	91	106	15	88	6	4	-1	-1
O=C(NCCc1ccccc1)C1(c2ccccc2)CC1(Cl)Cl (stereo not given)	-2.1	106	101	-11	105	2	0	4	-2
CC(C)C(=O)N(Cc1ccc2c(c1)OCO2)Cc1ccccn1	-1.1	105	108	10	98	1	2	-2	5
CCCCC(CC)CNC(=O)c1cccs1 (stereo not given)	0.5	109	96	2	110	-1	1	4	2
CCN=C1S/C(=C\c2ccc(O)c(OCC)c2)C(=O)N1CC	2.1	96	89	-3	97	3	0	9	-19
COc1ccc(CNn2c(-c3ccccc3F)nc3ccccc3c2=O)cc1OC	-1.3	100	93	-2	87	1	4	5	4
O=C1CC(N2CCN(c3ccccc3)CC2)C(=O)N1CCc1ccccc1 (stereo not given)	-0.8	96	111	-2	88	2	3	6	-1
Cn1c(CNC(=O)c2ccccc2F)nnc1SCC(=O)Nc1nnc(C2CC2)s1	-1.2	102	94	9	103	-3	0	3	3
Cc1cc(C)c(S(=O)(=O)N2CCN(C(=O)c3ccc(-n4cncn4)c([N+](=O)[O-])c3)CC2)c(C)c1	-0.2	101	100	2	98	1	0	-1	6
Cc1ccccc1NC(=O)c1cn2c(nc3ccccc32)c(C#N)c1C	2.1	108	104	2	100	4	0	-6	0
Cc1cccc(OCC(O)Cn2c(N3CCCCC3)nc3c2c(=O)n(C)c(=O)n3C)c1 (stereo not given)	0.2	100	103	-5	104	1	1	2	-11
Cc1ccc(NC(=O)COC(=O)CNC(=O)C2CCCCC2)cc1S(=O)(=O)N(C)C	x	97	112	11	104	x	2	x	-2
CC1CCCCC12NC(=O)N(CC(=O)NCCc1ccc(S(N)(=O)=O)cc1)C2=O (stereo not given)	x	107	83	-5	103	3	1	5	3
CNC(=S)SCCOc1ccccc1	1.2	x	120	3	x	5	1	0	4
COc1cccc(C(=O)Nc2cccc(-c3ccccc3)c2)c1	-0.1	91	103	3	104	6	2	13	12
O=C(NCc1ccccc1)c1cccnc1	2.2	100	95	9	104	1	1	-1	-1
O=C(CCS(=O)(=O)c1ccccc1Cl)NC1CCCCCC1	x	99	93	0	100	x	0	x	6
Cn1c(NC(=O)c2cccs2)c(-c2cccs2)c(=O)c2ccccc21	-0.6	100	109	6	93	10	3	10	0
O=S(=O)(c1ccc(F)cc1)N1CCN(Cc2ccccn2)CC1	2.1	94	94	11	100	0	0	5	-5
CC1CCN(C(=O)/C(=C\c2ccccc2)NC(=O)c2ccccc2)CC1	-1.9	98	104	7	96	6	1	-3	4
COc1ccc(C(=S)N2CCOCC2)cc1OC(=O)c1ccccc1	-0.8	102	103	2	98	3	0	10	19
Cn1nnnc1SCC(=O)NCc1ccccc1	2.0	101	101	8	103	6	1	0	3
O=C(NCCCN1CCOCC1)C(=O)N/N=C/c1ccccc1O	0.0	95	129	10	103	-3	0	1	0
O=C(NCc1ccco1)C1CCCN1S(=O)(=O)c1ccc2ccccc2c1 (stereo not given)	-3.0	97	93	2	98	-3	0	4	-4
COc1ccccc1NS(=O)(=O)c1c(C(=O)N2CCCC2)c(C)n(C)c1C	-0.2	95	110	6	96	6	2	-2	-7
Cc1ccc(NC(=O)CN2C(=O)C(=O)N(C3CCCC3)C2=O)cc1Cl	x	95	85	9	101	-3	2	-12	0
COC(=O)c1cc(=O)n(Cc2ccc3c(c2)OCO3)c(=Nc2ccc(F)c(Cl)c2)s1	2.4	110	121	6	128	-6	0	-6	-12
O=C(COC(=O)c1cc(Cl)nc(Cl)c1)Nc1ccc(Cl)c(S(=O)(=O)N2CCOCC2)c1	x	90	111	12	87	x	2	x	1
CC(=O)c1ccc(OC(=O)COc2ccccc2Cl)cc1	0.0	97	92	-5	95	-1	1	3	-3
CCOC(=O)c1c(C)[nH]c(C(=O)Cn2nnc(-c3ccccc3)n2)c1C	0.3	105	102	-4	98	-1	0	-2	-7
O=C(O)CC(C(=O)OCC1CCCO1)N1CCOCC1 (stereo not given)	x	112	97	-4	105	7	1	7	-1
O=C(Nc1ccc(N2CCCC2)cc1)c1ccccc1[N+](=O)[O-]	1.9	104	94	3	110	8	0	20	2
CCCNC(=O)c1ccc2c(=O)c(O)c(-c3ccc(F)cc3)[nH]c2c1	-90*	89	91	-7	93	6	1	2	8
CCCCCCn1ccc(=N)cc1	-1.6	106	94	28	103	2	3	6	1
Fc1ccc(NC(=S)N2CCc3ccccc32)cc1	1.3	94	98	-3	100	x	0	x	x
Cc1ccc(S(=O)(=O)N2CCN(Cc3cc(C(C)(C)C)ccc3O)CC2)cc1	4.0	105	103	2	104	1	11	7	-6
COc1ccc(C(=O)Nc2nc(CC(=O)NCCc3cccc(OC)c3)cs2)cc1	-0.2	114	103	21	113	-1	10	5	7
O=C(COc1ccccc1Cl)Nc1nnc(S(=O)(=O)N2CCCC2)s1	-2.0	104	90	0	103	-1	3	6	-3
CCOC(=O)c1sc(C)c(C(=O)NCC(C)(C)CN(C)C)c1N	0.4	100	103	15	97	9	1	13	1
CCN1C(=O)c2ccccc2Sc2ccc(C(=O)NCCCN3CCCCC3)cc21	-1.2	103	119	12	105	2	0	-1	-10
